# TDP1 inh = qHTS Assay for Inhibitors of Tyrosyl-DNA Phosphodiesterase (TDP1) | Tyrosyl-DNA phosphodiesterase 1 (Homo sapiens), Q9NUW8 | recombinant TDP1, AlphaScreen DNA substrate cleavage | Potency, µM (highest dose often 130 µM), inactives show at the highest dose activity change, negative = inhibition, usual class: inhibitors | hit rate 0.28% among 350,000 | AID 485290, 2010; also: nearly all actives have a fitted effect of over 40% in size
# Target sequence (Q9NUW8 whole entry, looked up): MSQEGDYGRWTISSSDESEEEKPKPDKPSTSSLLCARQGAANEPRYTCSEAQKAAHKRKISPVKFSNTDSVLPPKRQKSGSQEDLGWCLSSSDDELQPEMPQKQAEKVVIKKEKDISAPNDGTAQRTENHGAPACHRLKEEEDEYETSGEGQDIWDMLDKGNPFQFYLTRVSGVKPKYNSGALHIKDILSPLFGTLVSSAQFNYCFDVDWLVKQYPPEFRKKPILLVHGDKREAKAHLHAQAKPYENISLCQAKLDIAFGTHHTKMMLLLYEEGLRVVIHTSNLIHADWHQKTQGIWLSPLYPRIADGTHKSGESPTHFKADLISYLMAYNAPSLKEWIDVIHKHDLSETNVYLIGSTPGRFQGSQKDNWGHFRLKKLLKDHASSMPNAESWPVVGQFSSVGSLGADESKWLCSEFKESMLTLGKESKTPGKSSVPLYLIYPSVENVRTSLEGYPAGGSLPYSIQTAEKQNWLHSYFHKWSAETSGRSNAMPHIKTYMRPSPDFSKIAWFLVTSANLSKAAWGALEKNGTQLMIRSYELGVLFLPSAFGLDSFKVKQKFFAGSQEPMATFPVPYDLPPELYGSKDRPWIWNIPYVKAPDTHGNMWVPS
#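 Recombinant E. coli-expressed Tdp1 (1 nM) preincubated with compound 15 min at RT, then 5'-biotin/3'-phosphotyrosine-FITC DNA substrate (15 nM) added for 5 min. AlphaScreen beads (10 ug/ml) added, 10 min RT; tyrosine-FITC cleavage read as signal loss.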
# FEN1 inhibitor = qHTS Assay for the Inhibitors of Human Flap endonuclease 1 (FEN1); P39748; Recombinant FEN1 flap cleavage, fluorescence, 15 min; Potency, µM (titrated, usually from 114 µM), for the others: at the top dose activity change, negative = inhibition, actives largely listed as inhibitors; hit rate 0.35% among 390,000; AID 588795, 2011; also: nearly all actives have a fitted effect of over 65% in size
# Target sequence (P39748 whole entry, looked up): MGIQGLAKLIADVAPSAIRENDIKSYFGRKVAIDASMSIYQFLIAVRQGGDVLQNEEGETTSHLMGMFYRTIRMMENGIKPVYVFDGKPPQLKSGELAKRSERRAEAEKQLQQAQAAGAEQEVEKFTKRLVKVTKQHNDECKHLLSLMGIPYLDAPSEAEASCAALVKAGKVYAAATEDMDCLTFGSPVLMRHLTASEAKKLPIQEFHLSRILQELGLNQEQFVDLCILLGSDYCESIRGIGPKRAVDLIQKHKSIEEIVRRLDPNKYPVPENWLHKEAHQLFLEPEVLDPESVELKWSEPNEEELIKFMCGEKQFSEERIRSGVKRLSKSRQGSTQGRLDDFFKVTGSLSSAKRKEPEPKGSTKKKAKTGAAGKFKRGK
#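 Concentration–response screening of FEN1 (10 nM): 15 min compound preincubation at room temperature, reaction started with 50 nM substrate and read at 0 and 15 min. Corrected, normalized data were fitted by a four-parameter Hill equation.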
# N370S GC = qHTS Assay for Inhibitors and Activators of N370S glucocerebrosidase as a Potential Chaperone Treatment of Gaucher Disease. N370S GC spleen homogenate, 4MU-glucoside fluorescence. Potency, µM (top dose mostly 59.4 µM), inactives show at the highest dose activity change, negative = inhibition, usual class: inhibitors. hit rate 0.092% among 330,000. Lysosomal acid glucosylceramidase (Homo sapiens), P04062;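 also: 0% = full enzyme activity and -100% = no enzyme basal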
# * hit, by the source's call; ? = inconclusive; nt = not tested or not shown; & = joins results of further samples; [ ] = another dose, or the depositor's remark. Calls follow the shape of the dose curve; as a rule, active = well fitted curve in the direction sought with a large enough effect; inconclusive = small, poorly fitted or top-dose-only effect, or another doubt; inactive = no such curve, though single readings can be large; an effect the other way counts as inactive or inconclusive. Unless noted, % is scaled to controls: 0 for no effect and ±100 for the full control effect; potency is read from the fitted curve at half-maximal effect.
# The first 2 records as a preview:
SMILES,TDP1 inh,FEN1 inhibitor,N370S GC
O=C(CN1C(=O)COc2ccccc21)N(Cc1cccnc1)Cc1ccccc1F,3.3%,-4.9%,-5.2%
N=C1S/C(=C\c2cn[nH]c2-c2ccc(F)cc2)C(=O)N1c1ccccc1F,1.1%,2.4%,5.4%

# Main list, repeating the preview:
SMILES,TDP1 inh,FEN1 inhibitor,N370S GC
O=C(CN1C(=O)COc2ccccc21)N(Cc1cccnc1)Cc1ccccc1F,3.3%,-4.9%,-5.2%
N=C1S/C(=C\c2cn[nH]c2-c2ccc(F)cc2)C(=O)N1c1ccccc1F,1.1%,2.4%,5.4%
CCC(CC)C(=O)Nc1nnc(SCC(=O)NC(C)(C)C)s1,5.1%,2.8%,7.4%
CCC(CC)C(=O)c1c[nH]c(C(=O)NCCOC)c1,5.4%,6.7%,-6.3%
COC(=O)CN1C(=O)C(O)(CC(=O)c2ccc(C)o2)c2ccccc21 (configuration not stated),2.3%,0.0%,1.4%
NC(=O)c1c(NC(=O)c2ccc(F)cc2)sc2c1CCC2,nt,17.2%,?
O=C(Nc1nnc(C2=COCCO2)o1)c1ccc(S(=O)(=O)N2CCCCC2)cc1,8.1%,-7.1%,3.0%
O=C1CN(C(=O)COC(=O)C2=COCCO2)c2ccccc2N1,-3.1%,-8.5%,-1.8%
Cc1ccnc(SCc2cc(=O)c(OC(=O)c3ccc(Br)o3)co2)n1,-13.2%,-0.4%,8.7%
CC(=O)NC12CC3CC(C1)CC(C(=O)OCC(=O)c1ccc4c(c1)OCCO4)(C3)C2,2.0%,8.9%,-4.9%
CCOC(=O)c1sc(NC(=O)CSc2nnnn2-c2ccc(C)c(C)c2)nc1C,3.1%,-3.7%,4.0%
Cc1csc(SCC(=O)Nc2nc3ccccc3s2)n1,2.3%,-14.7%,20.2%
NC(=O)N1CCc2ccccc21,3.8%,1.0%,0.2%
Cc1ccccc1NC(=O)CSc1nnc(-c2ccco2)n1N,nt,-0.9%,-0.2%
Cc1cc(/C=C\c2ccccc2)nc2ccccc12,-3.7%,3.4%,5.9%
O=C(c1ccc(F)cc1)c1cn(Cc2ccc(F)cc2)c2cc3c(cc2c1=O)OCCO3,6.6%,12.4%,11.0%
CCCc1nc2ccccc2n2c(-c3cccc(C)c3)c3c(=O)n(C)c(=O)n(C)c3c12,-1.1%,-22.2%,nt
COC(=O)c1cc(NC(=O)/C=C/c2ccccc2)ccc1O,0.0%,nt,22.4%
COc1ccc(-c2nn(C)c(=O)c3ccccc23)cc1NC(=O)Cn1nc(-c2ccccc2)c2ccccc2c1=O,5.2%,-14.9%,?
CCOC(=O)c1cnc(-c2ccccc2)nc1Oc1ccc(OC)cc1,0.0%,-0.3%,-7.3%

# Quoted from above, 12 compounds:
SMILES,TDP1 inh,FEN1 inhibitor,N370S GC
Cc1ccnc(SCc2cc(=O)c(OC(=O)c3ccc(Br)o3)co2)n1,-13.2%,-0.4%,8.7%
CC(=O)NC12CC3CC(C1)CC(C(=O)OCC(=O)c1ccc4c(c1)OCCO4)(C3)C2,2.0%,8.9%,-4.9%
CCOC(=O)c1sc(NC(=O)CSc2nnnn2-c2ccc(C)c(C)c2)nc1C,3.1%,-3.7%,4.0%
Cc1csc(SCC(=O)Nc2nc3ccccc3s2)n1,2.3%,-14.7%,20.2%
NC(=O)N1CCc2ccccc21,3.8%,1.0%,0.2%
Cc1ccccc1NC(=O)CSc1nnc(-c2ccco2)n1N,nt,-0.9%,-0.2%
Cc1cc(/C=C\c2ccccc2)nc2ccccc12,-3.7%,3.4%,5.9%
O=C(c1ccc(F)cc1)c1cn(Cc2ccc(F)cc2)c2cc3c(cc2c1=O)OCCO3,6.6%,12.4%,11.0%
CCCc1nc2ccccc2n2c(-c3cccc(C)c3)c3c(=O)n(C)c(=O)n(C)c3c12,-1.1%,-22.2%,nt
COC(=O)c1cc(NC(=O)/C=C/c2ccccc2)ccc1O,0.0%,nt,22.4%
COc1ccc(-c2nn(C)c(=O)c3ccccc23)cc1NC(=O)Cn1nc(-c2ccccc2)c2ccccc2c1=O,5.2%,-14.9%,?
CCOC(=O)c1cnc(-c2ccccc2)nc1Oc1ccc(OC)cc1,0.0%,-0.3%,-7.3%

# The results go on:
SMILES,TDP1 inh,FEN1 inhibitor,N370S GC
Cc1ccc(C)c(NC(=O)CCN2CCC(C)CC2)c1,3.1%,2.7%,-1.6%
CCOC(=O)c1csc(NC(=O)c2ccc(N3C(=O)CCC3=O)cc2)n1,-2.5%,5.0%,-14.0%
O=C(CSc1ccsc1[N+](=O)[O-])NCc1ccco1,nt,-0.5%,0.0%
CC1CCCCC1NC(=S)Nc1ccc(Cl)cc1Cl (configuration not stated),2.6%,10.0%,5.6%
CCN1CCCC1CNC(=O)CCc1nnc(CCC2CCCCC2)o1 (configuration not stated),-1.2%,-1.4%,-18.6%
COCCn1c(=O)[nH]c2cc(C(=O)NCCN3CCN(c4ccc(OC)cc4)CC3)ccc2c1=O,-3.2%,-1.3%,14.3%
Cc1nn(-c2ccccc2)c(C)c1C(=O)OCC(=O)Nc1cccc(S(N)(=O)=O)c1,2.0%,-1.2%,nt
CN(C)CCN(C(=O)c1ccc2c(c1)OCCO2)c1nc2cc3c(cc2s1)OCO3,6.9%,-20.7%,?
O=C(NC1CCN(C(=O)Nc2cccc(F)c2)CC1)C1CCCCC1,4.8%,6.0%,-17.6%
Cc1ccc(CNC(=O)c2ccc3c(c2)NC(=O)C(CS(=O)(=O)Cc2cccc(F)c2)N3)cc1 (configuration not stated),7.4%,-1.6%,nt
COc1ccccc1/C=C/C(=O)OCCN1CCOCC1,7.2%,-12.2%,9.4%
COc1cc(/C=N/NC(=O)c2cc(-c3ccc4c(c3)OCO4)n[nH]2)ccc1O,2.7%,-9.6%,-8.2%
CC(=O)c1ccc(NC(=O)c2cnn(-c3cccc(F)c3)c2-n2cccc2)cc1,2.6%,0.7%,nt
CC(NC(=O)CC(O)(C(F)(F)F)C(F)(F)F)c1ccccc1 (configuration not stated),2.2%,-1.7%,6.6%
COc1ccc(Cn2c(=O)c3oc4ccccc4c3n(CC(=O)Nc3c(C)cccc3C)c2=O)cc1,0.0%,19.8%,nt
Cc1sc2ncnc(NCCc3ccc(S(N)(=O)=O)cc3)c2c1C,5.6%,0.8%,8.0%
CC(=O)Nc1ccc(Sc2ncnc3scc(-c4ccccc4)c23)cc1,5.3%,-14.2%,5.7%
CC(C)OC(=O)c1ccc(NC(=O)c2ccco2)cc1,3.9%,8.3%,6.2%
CCOC(=O)Cn1c(=O)n(C2CCCC2)c(=O)c2ccccc21,4.4%,8.1%,7.6%
CN(Cc1cccc(Cl)c1Cl)C(=O)c1ccc(NC(=O)CC#N)cc1,-0.6%,-14.8%,-6.8%
Cc1ccc(S(=O)(=O)N2CCCCC2)cc1NC(=O)c1cc2ccccc2o1,-0.1%,3.2%,nt
CS(=O)(=O)N(CC(=O)N1CCN(c2ccccc2)CC1)c1cccc(Br)c1,7.3%,15.8%,0.6%
CCNC(=S)N1CCN(S(=O)(=O)c2ccc(C)cc2)CC1,0.0%,1.5%,-6.4%
CCOC(=O)C1=NO[C@@]2(C=C(Br)C3(OCCCO3)[C@H]3O[C@H]32)C1,2.6%[21 µM],nt,5.8%[12.8 µM]
O=C(CCl)Nc1cc(S(=O)(=O)N2CCOCC2)ccc1N1CCOCC1,0.0%,0.7%,-9.9%
NNC(=S)NCCc1ccccc1,5.5%,0.3%,-1.6%
CC1CCCN(S(=O)(=O)c2ccc3c(c2)CCN3C(=O)C2CCC2)C1 (configuration not stated),2.3%,-3.1%,-3.8%
COc1ccc(CNCc2ccncc2)c(OC)c1,nt,-3.1%,-6.0%
O=C(CCCOc1ccccc1)N1CCN(S(=O)(=O)c2ccccc2)CC1,-2.1%[56.1 µM],1.0%,nt
COC(=O)NC(/C(C(=O)OC)=C(\C)NCc1ccccc1)c1ccccc1 (configuration not stated),5.8%[21 µM],nt,-1.2%[12.8 µM]
CCCc1nn2c(=O)cc(CSCC(=O)Nc3cccc(OC)c3)nc2s1,1.4%,15.9%,13.4%
CCOc1ccc(CNS(=O)(=O)c2cc(CN3C(=O)c4cccnc4C3=O)ccc2OC)cc1,4.0%,-2.4%,23.1%
CC(=O)NC1C2CN3CCN(C2)CC1(Cc1ccccc1)C3 (configuration not stated),2.6%,-0.7%,-1.5%
CC(=O)Nc1ccc(NCC(O)COc2ccccc2)cc1 (configuration not stated),-1.0%,0.1%,2.0%
COc1ccc(/C(C)=N/NC(=O)CNC(=O)c2ccncc2)cc1,-4.4%,4.6%,-15.4%
CCOC(=O)N1CCN(C(=O)COc2ccc(Cl)c(C)c2)CC1,6.0%,-0.2%,-4.2%
CC1(C)Cc2nc3sc4c(SCC(=O)O)ncnc4c3cc2CO1,1.2%,-4.4%,4.3%
CCOC(=O)c1c(C)[nH]c(C(=O)COC(=O)CCSc2ccccc2)c1C,4.5%,-0.3%,10.6%
O=C(N/C(=C/C=C\c1ccccc1)C(=O)N1CCOCC1)c1ccc(Br)cc1,8.4%,3.3%,-18.9%
Cc1ccc(C2C=C(c3ccc4c(c3)OCO4)Nc3ncnn32)cc1 (configuration not stated),2.9%,-1.8%,6.2%
CO[C@@H]1COC(=O)[C@H](COCc2ccccc2)NC(=O)C/C=C\[C@@H](C)[C@H](OC)COC(=O)[C@H](COCc2ccccc2)NC(=O)C/C=C\[C@H]1C,7.9%[21 µM],nt,-7.0%[12.8 µM]
COc1ccc(-c2ccc(SCC(=O)Nc3nnc(C)s3)nn2)cc1,5.9%,-3.2%,-15.9%
CCC(=O)Nc1nnc(S(=O)(=O)N(CC(C)C)c2ccccc2)s1,nt,-3.1%,8.3%
O=C(CCCCCn1c(=S)[nH]c2ccc(N3CCOCC3)cc2c1=O)NC1CCN(Cc2ccccc2)CC1,6.2%,1.2%,-5.0%
CCOCCc1nn2c(=O)cc(COC(=O)c3ccc(NC(=O)C4CCCCC4)cc3)nc2s1,-6.2%,-1.7%,nt
CN(C)c1ccc(/C=C2\SC(=O)N(CC(O)Cn3c4ccccc4c4ccccc43)C2=O)cc1 (configuration not stated),5.5%,7.6%,-14.9%
CCOc1ccc(NC(=O)CSc2nnc(C)n2CC2CCCO2)cc1 (configuration not stated),6.8%,15.4%,-1.3%
COc1ccc(Cl)cc1NC(=O)Cn1c(=O)oc2ccccc21,nt,-0.4%,1.6%
COc1ccc(CC(=O)N2CCN(c3ccccc3OC)CC2)cc1,nt,-9.9%,-16.6%
CCOC(=O)c1cc(S(=O)(=O)NCc2ccc(OC)cc2)[nH]n1,1.8%,-11.9%,nt
# More results.
SMILES,TDP1 inh,FEN1 inhibitor,N370S GC
CN(Cc1ccccc1)C(=O)c1nc2ccccn2c1CNCCOc1cccnc1,3.0%,-2.8%,4.7%
COc1cc(C(=O)N2CCN(Cc3ccccn3)CC2)cc(OC)c1OC,nt,-3.8%,-5.9%
COc1ccccc1NC(=O)CSc1nc2ccccc2nc1N1CC(C)OC(C)C1 (configuration not stated),nt,7.6%,3.0%
C[C@H](CO)N1C[C@H](C)[C@H](CN(C)C(=O)Nc2ccc(F)cc2)Oc2ccc(NC(=O)NC3CCCCC3)cc2CC1=O,-0.1%,-7.1%,nt
O=C(CNC(=O)c1ccco1)N/N=C/c1ccc(C(=O)O)cc1,0.1%[0.0935 µM],-17.2%,-0.7%
CCn1c(O)c(C=Nc2ccccc2)oc1=S,1.0%,5.6%,-0.5%
COCCN(Cc1cc2cc(C)ccc2n2nnnc12)C(=S)Nc1cccc(C)c1,2.3%,-1.0%,23.2%
CCCS(=O)(=O)N1CCN(Cc2ccccc2OCC)CC1,-8.2%,-6.9%,6.2%
Cc1cc(N2CCOCC2)n2nc(-c3cccc(F)c3)cc2n1,0.2%,7.8%,-5.9%
CSc1nsc(SCC(=O)Nc2nncs2)n1,5.3%,-6.2%,7.5%
CCOCCCn1c(=NC(=O)c2cccnc2)c(C(=O)OCC)cc2c(=O)n3ccccc3nc21,0.0%,-2.1%&8.2%,10.4%
O=C(/C=C/c1cccc(Cl)c1)Nc1ncccn1,-0.6%,-2.5%,1.9%
Cc1cccc(C)c1N1CCN(c2nc(N(C)C)oc(=O)c2C#N)CC1,0.0%,-10.1%,4.5%
O=CN1CCN(C(=O)C(=O)c2cn(CC(=O)N3CCCCC3)c3ccccc23)CC1,1.7%,-4.7%,1.3%
COc1ccccc1-c1c(C)nn2c(C)cc(C)nc12,5.4%,-5.4%,2.2%

# Source: PubChem (National Center for Advancing Translational Sciences (NCATS))

# Outcome played no part in choosing rows; about 0.57% have a hit in one of these screens.
